# PhoP GFP inhibition: Inhibition of PhoP regulon, Salmonella typhi GFP reporter cells, confirmation, 4 h (AID 1850) | Salmonella Typhi PhoP-promoter GFP reporter, fluorescence, 4 h; higher % means a stronger effect | actives 0.33% (n = 310,000) | one-dose inhibition, % at 50 µM; IC50 in µM for titrated hits; in the data active = a potency from the dose series; inconclusive = inhibition mostly from about 25% at the one dose, without a potency; inactive = the rest, 99 in 100 with inhibition below about 19%;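 also: 0% = induced wells with vehicle and 100% = uninduced wells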
# H1N1 NS1A inhibition: H1N1 influenza NS1A inhibitors, functional cell based assay (AID 504329); inhibition, % at 12.5 µM; hits with a dose series show IC50 in µM; actives 0.3% (n = 340,000); NS1A functional cell-based assay, percent inhibition; higher % means a stronger effect; in the data active = a potency from the dose series; inconclusive = inhibition above about 27% without an active follow-up result; also: strong numbers were not always called active
# M. tuberculosis HTS: M. tuberculosis growth inhibition, HTS (AID 449762); M. tuberculosis H37Rv growth inhibition, 7H9 media; higher % means a stronger effect; inhibition, % at 25 µM, or IC50 in µM where a hit was titrated; actives 0.59% (n = 330,000); in the data active = a potency from the dose series; inconclusive = inhibition above about 70% without an active follow-up result;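 also: bacterial growth assessed after seven days of incubation; strong numbers were not always called active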
# M. tuberculosis: growth inhibition of non-replicating M. tuberculosis (AID 488890); Mycobacterium tuberculosis non-replicating, growth inhibition; higher % means a stronger effect; actives 0.39% (n = 320,000); inhibition, % at 25 µM, or IC50 in µM where a hit was titrated; in the data active = a potency from the dose series; inconclusive = inhibition mostly from about 82% at the one dose, without a potency; inactive = the rest, 99 in 100 with inhibition below about 76%;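 also: plate controls were DMSO cells for no effect and high antibiotic wells for full effect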
# VEEV TC-83 Vero: inhibitors of VEEV TC-83 cytopathic effect, confirmation, Vero cells (AID 588727). Vero cells, VEEV TC-83 cytopathic effect inhibition; higher % means a stronger effect. one-dose inhibition, % at 20 µM; IC50 in µM for titrated hits. actives 0.13% (n = 350,000); in the data active = a potency from the dose series; inconclusive = inhibition mostly from about 14% at the one dose, without a potency; inactive = the rest, 99 in 100 with inhibition below about 12%; also: strong numbers were not always called active
# VEEV TC-83 Vero 10K pilot screen: second read-out of VEEV TC-83 Vero, no call of its own (marks repeat the call); inhibition, %; measured here: 10K pilot screen inhibition
# * hit, by the source's call; i = inactive; ? = inconclusive; / = not tested or not shown.
SMILES,PhoP GFP inhibition,H1N1 NS1A inhibition,M. tuberculosis HTS,M. tuberculosis,VEEV TC-83 Vero,others
CCC(C)NC(=O)c1cn(CC)c2ccc(S(=O)(=O)N3CCCCC3)cc2c1=O (configuration not stated),6%,7%,9%,4%,3.1%,
Cc1ccc(C2(C)NC(=O)N(CC(=O)N3CCc4ccccc43)C2=O)cc1 (configuration not stated),/,2%,-4%,-13%,0.2%,
CC(=O)Oc1oc(-c2ccccc2)nc1/C=N/c1ccccn1,-1%,5%,-1%,-13%,0.5%,
Cc1ccc(C)c(Nc2c(F)c(F)c(F)c(F)c2C(=O)O)c1,5%,0%,11%,17%,5.0%,
COCc1[nH][nH]c(=O)c1C=Nc1ccccc1,6%,1%,-2%,-10%,0.5%,
CCCc1c(C(=O)N/N=C/c2ccc(C)s2)nnn1-c1nonc1N,0%,6%,9%,0%,1.1%,
Cc1ccccc1-c1cc(C(=O)NCC2CC2)n(CC2CC(c3cccnc3)=NO2)n1 (configuration not stated),/,7%,-5%,-13%,3.1%,
O=c1[nH]c(CSc2nnc(-c3ccccc3)n2-c2ccccc2)nc2ccccc12,-6%,-15%,-3%,-2%,i,
CCCCOc1ccc(N=Cc2ccc[nH]2)cc1,9%,2%,?,53%,0.4%,
Cc1nc2sc(C(c3cccs3)N3CCN(Cc4ccccc4)CC3)c(O)n2n1 (configuration not stated),4%,6%,3%,8%,i,
O=C(O)CCNC(=O)c1ccc(NC(=O)C(c2ccccc2)c2ccccc2)cc1,-6%,-11%,-2%,-8%,i,
Nc1ncnc2nc(SCCC(=O)O)[nH]c12,7%,10%,6%,-5%,0.3%,
Cc1c(C2Nc3ccccc3C(=O)N2O)cnn1C (configuration not stated),5%,-3%,-4%,-21%,1.4%,
CCP(=S)(CC)c1ccc(N(C)C)cc1,-4%,0%,3%,8%,3.6%,
Cc1nc2sc(C(c3ccc(F)cc3)N3CCOCC3)c(O)n2n1 (configuration not stated),-4%,9%,-8%,-22%,0.4%,
COCCNC(=O)CCCn1c(=O)c2ccccc2n(Cc2ccccc2C#N)c1=O,-7%,18%,3%,1%,2.0%,
Cc1cc(SCC(=O)OC/C(O)=C(\C#N)c2nc3ccccc3[nH]2)c(C)cc1Br,2%,-1%,?,?,6.4%,
COc1ccc(C(=O)OCc2cc3cccc(C)c3[nH]c2=O)cc1,-9%,-12%,-3%,-11%,3.9%,
CC(C)NC(=O)c1ccccc1NC(=O)CS(=O)(=O)Cc1ccccc1,-11%,3%,-1%,6%,i,
COc1cccc(C(=O)NCC(=O)NNc2ncnc(N)c2[N+](=O)[O-])c1,-2%,12%,2%,1%,0.1%,
CCOC(=O)c1cnc(SC)nc1Sc1ccccc1Cl,1%,4%,2%,62%,3.9%,
COc1ccc(/C=C/C(=O)O)cc1S(=O)(=O)NC1CCS(=O)(=O)C1 (configuration not stated),4%,-18%,2%,-3%,0.9%,
CC(C)(CNC(=O)CO/N=C1/C=C2CCC3C(C(O)C[C@@]4(C)C3CC[C@]4(O)C(=O)CO)[C@@]2(C)CC1)C(O)C(=O)O (some centres not stated),-15%,-12%,7%,-11%,0.7%,
COCCOC(=O)C1=C(C)NC(=O)NC1c1cccc2ccccc12 (configuration not stated),-3%,0%,-3%,5%,0.4%,
O=C(CNS(=O)(=O)c1cccs1)NCCc1ccc(Cl)cc1,12%,10%,4%,-4%,i,
Clc1cccc(NCc2nnc(SCc3ccccc3)o2)c1,-1%,-3%,-5%,8%,1.9%,
CCCCOC(=O)c1ccc(OC(=O)c2cccnc2)cc1,17%,3%,?,i,4.2%,
O=C(COC(=O)CNS(=O)(=O)c1ccc(Br)cc1Cl)NC1CC1,2%,-12%,3%,-9%,1.2%,
CCCCCn1c(CNC(=O)CC)nc2ccccc21,-2%,0%,-9%,-17%,1.2%,
O=C1/C(=C/c2ccc(F)cc2)SC(=S)N1CCCC(=O)N1CCCCC1CCO (configuration not stated),-14%,14%,60%,78%,10%,
CCN(CC)S(=O)(=O)c1ccc(NC(=O)c2nc3nc(C)cc(C)n3n2)cc1,-2%,/,-8%,-5%,/,
CCOC(=O)c1c(-c2ccccc2)nnn1-c1nc(OC)nc(N2CCOCC2)n1,-1%,-13%,-6%,6%,8.2%,VEEV TC-83 Vero 10K pilot screen=7.6
CCOC(=O)C1CCN(c2c(Nc3cc(C)cc(C)c3)c(=O)c2=O)CC1,8%,2%,-1%,11%,5.9%,
CCC(C)N1CCN(S(=O)(=O)Cc2ccccc2)CC1 (configuration not stated),-2%,-12%,0%,-3%,i,
O=C(COC(=O)c1ccccc1F)NC(=O)NC1CCCC1,/,-3%,-4%,6%,i,
S=C1NCCOCCNC(=S)NCCOCCOCCN1,-7%,-3%,7%,29%,1.5%,
COc1cc2c(cc1OC)CN(C(=O)COc1ccc(C)c(C)c1)CC2,-9%,4%,-5%,32%,5.7%,
FC(F)(F)c1ccccc1NC(=S)Nc1cccc(Cl)c1,9%,-5%,28%,48%,0.1%,
O=C1c2ccccc2C(=O)N1c1cc([N+](=O)[O-])ccn1,-4%,-2%,6%,/,0.6%,
Clc1ccc(OCCCn2ccnc2)c(Br)c1,9%,-1%,?,?,1.3%,
COCC1CCN(C(=O)c2cc(COc3ccc(-n4cncn4)cc3)on2)CC1,-14%,-7%,3%,8%,0.3%,
Cc1cccc([C@@H]2[C@@H]3C(=O)N(Cc4ccccc4)C(=O)[C@@H]3[C@]3(Cc4ccccc4)C(=O)N(c4ccc(C(F)(F)F)cc4)C(=O)N23)c1,-6%,-1%,-10%,37%,i,
CCC(=O)N1CCC2(CC1)Oc1ccc(F)cc1C(=O)C21CC(c2cccnc2)=NO1 (configuration not stated),-3%,-3%,0%,2%,0.0%,
Cc1nc2c(-c3ccccc3)c[nH]n2c(=O)c1Cc1ccccc1,-12%,8%,?,?,9.7%,
COC(=O)c1cn(C(=O)c2ccc(F)cc2)c2ccccc12,-4%,-5%,1%,-11%,0.6%,
Clc1ccc(SCc2cc(N3CCOCC3)nc(-c3ccccn3)n2)cc1,7%,0%,0.92µM*,?,8.0%,
CC1(C)CC(=O)c2sc(NS(=O)(=O)c3ccccc3)nc2C1,2%,3%,0%,2%,1.2%,
CCOC(=O)c1c(C)[nH]c(C(=O)COC(=O)CNC(=O)c2ccc(Cl)cc2Cl)c1C,2%,1%,2%,-4%,0.2%,
COc1cc2c(cc1O)[C@@H]1Cc3cc(O)c(OC)cc3[C@H](C2)N1C,10%,-1%,-8%,-2%,0.5%,
CCOc1ccc(-n2nc(C(=O)N3CCN(CC)CC3)c3ccccc3c2=O)cc1,-1%,1%,-6%,2%,2.1%,
# Continued.
SMILES,PhoP GFP inhibition,H1N1 NS1A inhibition,M. tuberculosis HTS,M. tuberculosis,VEEV TC-83 Vero,others
COc1ccc(-c2c(-c3cc(OC)cc(OC)c3)n(C)c3ccc(-c4ccc(OC)cc4F)cc23)cc1,/,-10%,13%,7%,6.4%,
O=C(NCc1nnc(SCC(=O)N2CCCC2)o1)c1ccccc1F,5%,0%,0%,-10%,0.5%,
O=C(NNS(=O)(=O)c1ccc(F)cc1)c1ccccc1,2%,-2%,2%,-12%,i,
Cn1c(=O)c2c(-c3ccc(C(C)(C)C)cc3)n(N3CCOCC3)cc2n(C)c1=O,5%,0%,2%,39%,0.3%,
Cc1nc2ccccc2n1CC(O)COc1ccccc1Cl (configuration not stated),6%,-7%,3%,60%,0.6%,
CC1CCC2C(=O)N(c3cccc(OS(=O)(=O)c4ccccc4)c3)C(=O)C2C1 (configuration not stated),2%,-2%,-10%,14%,1.2%,
O=C(O)c1cc([N+](=O)[O-])c(Nc2cccc3ccccc23)c([N+](=O)[O-])c1,9%,-6%,4%,22%,i,
O=C(NCCc1ccccc1)C1CCCN(S(=O)(=O)c2cccs2)C1 (configuration not stated),-7%,1%,1%,/,1.7%,
Cc1ccc(F)cc1NC(=O)N1CCNC(=O)C1CC(=O)Nc1cc(Cl)ccc1Cl (configuration not stated),-10%,-12%,-4%,34%,5.7%,
O=S(=O)(O)c1cc2oc(-c3ccccc3)nc2c2ccccc12,0%,1%,-6%,13%,0.2%,
CCCCNC(=O)CN(C1CCCCC1)S(C)(=O)=O,2%,-2%,-8%,8%,i,
COc1cccc(NC(=O)C(c2ccccc2)N2CCNC(=O)C2)c1 (configuration not stated),4%,3%,0%,-9%,2.0%,
COC(=O)c1cccc(NC(=O)C2COc3ccccc3O2)c1C (configuration not stated),-6%,0%,5%,70%,3.1%,
CC(C)Oc1ccc(/C=C(/NC(=O)c2ccccc2)C(=O)NC(Cc2ccccc2)C(=O)O)cc1 (configuration not stated),4%,7%,-1%,-3%,0.9%,
COc1cccc(NC(=O)C23CCC(C)(C(=O)O2)C3(C)C)c1 (configuration not stated),5%,4%,-1%,3%,0.8%,
Cc1cccc(C)c1NC(=O)CC1SC2=NCCN2C1=O (configuration not stated),2%,6%,3%,49%,i,
COC(=O)C1=C(c2ccc(F)cc2OCc2ccccc2)C[C@@H]2CC[C@H]1N2C(=O)NCc1ccc(C)cc1,/,9%,11%,24%,2.6%,
Cc1ccc(OCC(=O)Nc2ccc(NC(=O)c3ccco3)cc2)c(C)c1,7%,5%,-3%,-2%,0.1%,
O=S1(=O)CCOC[C@H](Cc2ccccc2)N1Cc1cccc(C(F)(F)F)c1,-7%,-8%,0%,2%,5.1%,
CCCCn1c(N)nc2ccccc21,5%,-10%,-8%,11%,0.7%,
CCNc1nc(C23CC4CC(CC(C4)C2)C3)cs1,3%,3%,3%,64%,1.8%,
CC(OC(=O)c1cc2ccccc2[nH]1)C(=O)N(C)c1ccccc1 (configuration not stated),/,-7%,-2%,20%,9.0%,
O=C(NCc1ccccc1)c1cc2nc(C3CC3)cc(C(F)(F)F)n2n1,-6%,-1%,-4%,-11%,6.9%,
Cc1ccnc(NC(=O)c2cc3ccccc3oc2=O)c1,-14%,3%,45%,?,1.7%,
CCCCNC(=O)c1ccc2c(c1)S(=O)(=O)c1ccccc1C2=O,-4%,19%,11%,-8%,2.8%,
NNC(=O)c1ccc2c(c1)S(=O)(=O)NNC2=O,-8%,-19%,1%,-9%,0.3%,
c1ccc(-c2ccccc2OCCN2CCCCC2)cc1,1%,-1%,-13%,2%,0.3%,
CCN1CCCC1CN(Cc1cc2cc(C)cc(C)c2[nH]c1=O)C(=O)Nc1ccccc1OC (configuration not stated),-12%,/,3%,80%,/,
Cc1cc(C)cc(OCCNC(=O)CCc2ccccc2)c1,-2%,-3%,5%,42%,i,
COc1ccc(-c2csc(NC(=O)c3ccc(S(=O)(=O)N4CCc5ccccc5C4)cc3)n2)cc1,-16%,1%,3%,-8%,0.7%,
Cc1ccc(N2C(=O)C3C4C=CC(CC4)C3C2=O)cc1Br (configuration not stated),4%,-2%,-7%,1%,0.8%,
O=C(c1ccccc1)c1ccc2c(c1)OCCCO2,3%,-6%,11%,25%,4.3%,
CC(C)C(NC(=O)c1ccccc1NC(=O)c1ccccc1)C(=O)NNC(=O)c1ccncc1 (configuration not stated),7%,10%,-7%,24%,i,
COc1ccc(C(=O)CNc2ccccc2Br)cc1,5%,-4%,5%,50%,i,
Cc1cccc(OCC(=O)Nc2ccc3c(c2)nc2n3CCOC2)c1,-13%,-7%,-8%,8%,1.8%,
CCN(Cc1ccccc1)c1ccc(N=Nc2nn(C)c(C)c2[N+](=O)[O-])cc1,3%,9.3µM*,?,14%,8.4%,

# High-throughput results deposited in PubChem by Southern Research Specialized Biocontainment Screening Center.
